IMPase Li cell = cell-permeable IMPase inhibitors with lithium potentiation; CHO-M1 cells, IP1 TR-FRET (IP-One), carbachol + lithium; AID 1457; 210,000 tested, 0.35% active; Potency, µM (highest dose often 59.4 µM), for the others: top-dose activity, negative = IMPase inhibition, most hits filed as inhibitors;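 also: IP1 builds up when IMPase is blocked and the TR-FRET signal falls; potency is read from the fitted curve at half-maximal effect; plate controls were basal vehicle for no effect and high inhibitor control for full effect; nearly all actives have a fitted effect of over 50% in size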
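Readout is a homogeneous TR-FRET IP1 immunoassay (Ex 320, Em 665 and 620), where raised cytosolic IP1 lowers signal. Cells were CHO-M1 treated 30 min at 37C with test compounds plus a little lithium; AC50 values came from Hill-equation fitting.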
CBFb RUNX1 block = CBF-beta/RUNX1 interaction disruption; Q01196+Q13951; AlphaScreen CBFb-His/RUNX1-biotin binding, biochemical; Potency, µM (doses to about 59.8 µM), for inactives: at the top dose activity, negative = inhibition, usual class: inhibitors; 230,000 tested, under 10 active; also: % of control where 0% means no effect
Target sequence (Q01196 whole entry, looked up): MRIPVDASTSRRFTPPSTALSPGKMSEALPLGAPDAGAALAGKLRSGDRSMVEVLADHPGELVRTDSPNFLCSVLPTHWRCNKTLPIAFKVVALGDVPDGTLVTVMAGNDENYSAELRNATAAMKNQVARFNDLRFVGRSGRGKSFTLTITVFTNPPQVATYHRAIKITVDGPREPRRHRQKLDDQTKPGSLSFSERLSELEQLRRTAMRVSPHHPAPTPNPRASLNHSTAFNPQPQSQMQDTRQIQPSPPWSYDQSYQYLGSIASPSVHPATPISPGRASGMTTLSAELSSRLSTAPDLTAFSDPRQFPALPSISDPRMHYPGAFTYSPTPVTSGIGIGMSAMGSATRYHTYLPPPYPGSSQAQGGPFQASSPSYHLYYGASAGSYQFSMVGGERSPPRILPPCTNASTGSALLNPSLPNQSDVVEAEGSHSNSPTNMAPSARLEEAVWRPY
Target sequence (Q13951 whole entry, looked up): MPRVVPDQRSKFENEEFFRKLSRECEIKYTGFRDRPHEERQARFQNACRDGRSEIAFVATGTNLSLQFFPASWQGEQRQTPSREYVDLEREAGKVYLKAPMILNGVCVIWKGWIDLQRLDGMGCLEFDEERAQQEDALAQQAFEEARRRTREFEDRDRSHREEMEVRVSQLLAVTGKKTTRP
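Proteins preincubated together for 20 min at RT before compound addition; 15 min later, nickel and streptavidin beads were added and left 90 min prior to AlphaScreen measurement.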
NPSR antag = blocks cAMP signaling of the human neuropeptide S receptor; CHO-NPSR cells, cAMP TR-FRET, antagonist mode; Potency, µM (titrated, usually from 38.3 µM), for the others: at the top dose activity change, negative = inhibition, most hits filed as inhibitors; 220,000 tested, 1% active; also: potency is read from the fitted curve at half-maximal effect; % is scaled to controls: 0 for no effect and ±100 for the full control effect; nearly all actives have a fitted effect of over 50% in size; many of its hits are not listed in these tables
Target sequence (Q6W5P4 whole entry, looked up): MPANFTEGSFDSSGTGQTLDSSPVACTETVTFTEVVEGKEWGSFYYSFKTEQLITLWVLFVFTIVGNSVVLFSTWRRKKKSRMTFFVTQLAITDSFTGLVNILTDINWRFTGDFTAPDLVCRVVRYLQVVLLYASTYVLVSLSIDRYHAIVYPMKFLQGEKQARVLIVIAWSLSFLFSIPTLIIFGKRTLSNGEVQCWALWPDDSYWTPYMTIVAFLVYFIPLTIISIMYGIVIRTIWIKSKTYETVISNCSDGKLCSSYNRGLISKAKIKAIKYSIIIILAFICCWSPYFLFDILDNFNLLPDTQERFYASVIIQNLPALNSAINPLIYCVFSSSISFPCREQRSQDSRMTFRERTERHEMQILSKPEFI
KinaseGlo FLuc = Kinase-Glo luciferase inhibition (counter-screen). Q27757. Kinase-Glo luciferase, ATP luminescence, 8 min. Potency, µM (highest dose often 38.3 µM), inactives show at the highest dose activity change, negative = inhibition, actives largely listed as inhibitors. 200,000 tested, 0.28% active. AID 1379; also: potency is read from the fitted curve at half-maximal effect; % is scaled to controls: 0 for no effect and ±100 for the full control effect; nearly all actives have a fitted effect of over 60% in size
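Compound is pinned into ATP-containing buffer (10 uM ATP, imidazole pH 7.2, 7 mM MgCl2). Kinase-Glo luciferase reagent is then added. Light output is recorded following an 8-min room-temperature incubation.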
Epigenetic reg = derepresses silenced GFP reporter in murine cells; 280,000 tested, 0.2% active; Potency, µM (titrated, usually from 53.9 µM), without a hit: at the top dose GFP activation, most hits filed as activators; murine LDR cells, GFP reporter derepression, 30 h; also: potency is read from the fitted curve at half-maximal effect; % of control where 0% means no effect; nearly all actives have a fitted effect of over 60% in size
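GFP-positive cell count by laser-scanning cytometry (objects 20–120 um) after 30 h, 37 C compound exposure of murine LDR cells; reporter is CMV-GFP integrated at a silenced locus, inducible by HDAC or DNMT inhibitors.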
HTT aggregate = mutant huntingtin aggregation inhibition. PC12 HttQ103-GFP aggregates, Acumen cytometry, 40 h. Potency, µM (series often up to 46.1 µM), for inactives: top-dose activity change, negative = inhibition, usual class: inhibitors. 220,000 tested, 1.1% active. AID 1688; also: potency is read from the fitted curve at half-maximal effect; % is scaled to controls: 0 for no effect and ±100 for the full control effect; nearly all actives have a fitted effect of over 60% in size
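Aggregate formation scored by laser-scanning cytometer (488 excitation, 500–530 emission) in lysed PC12 cells expressing Q103-GFP after 100 nM tebufenozide induction; library tested in dose series, with ATPLite reagent added in the multiplex.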
L3MBTL1 block = L3MBTL1 (human) inhibition; Q9Y468; AlphaScreen L3MBTL1–H3K9me1 peptide binding; Potency, µM (highest dose often 57.1 µM), without a hit: top-dose activity, negative = inhibition, actives largely listed as inhibitors; 230,000 tested, 0.66% active; also: potency is read from the fitted curve at half-maximal effect; % is scaled to controls: 0 for no effect and ±100 for the full control effect; nearly all actives have a fitted effect of over 60% in size
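L3MBTL1 50 nM + b-AHA-H3(1-15)K9me1 75 nM, 30 min RT; compound added, 30 min RT; streptavidin donor/Ni-chelate acceptor beads 10 ug/mL each final, 30 min RT dark; AlphaScreen read.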
* marks the source's active call; other numbers are inactive results; ? = inconclusive; / = not tested or not shown; & = joins results of further samples; [ ] = dose if it differs, or a comment. Calls follow the shape of the dose curve; as a rule, active = well fitted curve in the direction sought with a large enough effect; inconclusive = small, poorly fitted or top-dose-only effect, or another doubt; inactive = no such curve, though single readings can be large; an effect the other way counts as inactive or inconclusive. The list is partial, so the mix of outcomes need not match the whole.

SMILES	IMPase Li cell	CBFb RUNX1 block	NPSR antag	KinaseGlo FLuc	Epigenetic reg	HTT aggregate	L3MBTL1 block
COc1cccc(OC)c1-c1nn2c(-c3ccccc3Cl)nnc2s1	5%[38.3 µM]	-3%	-15%[46.1 µM]	-6%	-1.1%	-29%	-10%
Cc1cccc(N(CC(=O)Nc2ccc(-c3nc4ccc(C)cc4s3)cc2)S(C)(=O)=O)c1	-7%[38.3 µM]	-5%	-17%[46.1 µM]	0%	4.9%	1%	-3%
NS(=O)(=O)c1ccc(N=Nc2c(=O)[nH]n3c(=O)c4c([nH]c23)CCCC4)cc1	31%[activator]	6%	27%	-5%	0.1%	-2%[9.22 µM]	-1%
CCOC(=O)COc1ccc(S(=O)(=O)N2CCN(c3ccccc3F)CC2)cc1	13%[38.3 µM]	14%	-20%[46.1 µM]	-1%	5.3%	-2%	2%
CC(C)(O)[C@H](O)COc1c2ccoc2cc2oc(=O)ccc12	1%	?	14%	-1%	1.4%	-6%	3%
CCN(C(=O)c1sc(N)c(C#N)c1C)C1CCCCC1	-12%[38.3 µM]	-8%	-7%[46.1 µM]	-5%	-1.6%	-2%	-3%
COc1ccc(/C(C)=N\Nc2nc(-c3ccccc3)cc(=O)[nH]2)cc1	-16%	-1%	0%	-4%	0.0%	6%	13%
COC1CCN(Cc2cn(Cc3ccccc3)nc2-c2cc3ccccc3o2)CC1	10%	1%	-4%	2%	-9.2%	10%	-18%
Cc1nonc1NC(=O)N1CCCC1	-3%[38.3 µM]	-4%	-3%[46.1 µM]	2%	0.0%	0%	7%
CCCc1nc2ccccc2c(=O)n1/N=C/c1ccc(O)c(O)c1	2%[38.3 µM]	-16%	-29%[46.1 µM]	-2%	4.4%	13%[9.22 µM]	-25%
COCCCNC(=O)c1cc2c(=O)n3cc(C)ccc3nc2nc1NCC1CCCO1 (stereo unspecified)	-8%	0%	10%[46.1 µM]	4%	0.0%	-1%	5%
CCN(CC(=O)NCc1ccccc1Cl)CC(=O)Nc1c(F)cccc1F	/	5%	-21%	/	2.5%	-9%[9.22 µM]	14%
O=C(/C=C/c1ccc(Cl)cc1Cl)NCCSc1ccccc1	11%	?	-31%	-2%	1.5%	?	30%
Cc1noc(N)c1C(=O)Nc1ccc(C(C)(C)C)cc1	-13%[38.3 µM]	9%	0%[46.1 µM]	-26%	0.9%	4%	-2%
CCC(=O)NC(=S)Nc1cccc(-c2nc3ncccc3o2)c1	-2%	8%	0%	-3%	-1.3%	8%	5%
CC(=O)c1c(C)[nH]c(C(=O)COc2ccc(C#N)cc2)c1C	3%[38.3 µM]	-9%	-19%[46.1 µM]	-2%	11%	-1%	2%
COc1ccc(NC(=S)Nc2ncccc2C)c(OC)c1	-3%[38.3 µM]	-30%	-19%[46.1 µM]	-6%	-2.2%	1%	?
Cc1ccc(NC(=O)CSCc2nc3c(nnn3Cc3ccc(F)cc3)c(=O)[nH]2)c(C)c1	8%	-2%	3%	1%	0.1%	8%[9.22 µM]	-14%
CCn1c(SCC(=O)NNC(=O)c2ccc(OC)cc2)nnc1-c1cccnc1	7%	2%	13%	0%	-1.3%	-8%[9.22 µM]	16%
Clc1ccc(OCCCc2nc(-c3cccnc3)no2)c(Cl)c1	/	16%	-10%[46.1 µM]	/	0.9%	3%	47%[activator]
Cc1ccc2c(=O)[nH]c(Cc3ccccc3C(=O)O)nc2c1	/	16%	-3%	/	-1.1%	-15%[9.22 µM]	/
O=C(NCCSCc1ccccc1)c1ccc(F)cc1	-12%	-13%	4%	4%	-1.0%	-5%	8%
CC(C)OC(=O)c1ccccc1C(=O)c1ccc(N)c([N+](=O)[O-])c1	18%	-2%	-18%	1%	2.2%	/	-7%
COC(=O)[C@@]1(Cc2ccc(F)cc2)[C@H]2c3cc(C(=O)N(C)C)n(Cc4nc5ccccc5[nH]4)c3C[C@H]2CN1C(=O)c1ccccc1	12%&-5%	1%[2.36 µM]	-47%	2%&0%	7.1%&0.7%	3%	-15%
Cc1ccc(S(=O)(=O)c2c(N)n(Cc3ccco3)c3nc4ccccc4nc23)cc1C	30%[38.3 µM]	15%	?	17%	-8.3%	13µM*	/
CC(=O)Oc1ccc(C(=O)O)c(OC(C)=O)c1	/	3%	-35%	/	0.4%	0%[9.22 µM]	7%
CC/C(=N\NC(=O)c1ccc(N(C)C)cc1)c1ccccc1	-2%	-7%	3%	-2%	6.4%	-25%	-8%
Cc1c2cnn(CC(=O)N3CCN(c4ncccn4)CC3)c(=O)c2c(C)n1Cc1ccc(F)cc1	5%	2%	5%	2%	0.0%	14%	-4%
O=C(NCc1ccco1)c1ccc(CS(=O)(=O)Cc2ccc(Cl)cc2)o1	-2%[38.3 µM]	-6%	-1%[46.1 µM]	1%	-1.0%	3%	-4%
CCc1ccc(-n2c(SCc3c(C)noc3C)nnc2-c2ccncc2)cc1	32%[38.3 µM]	3%	-16%[46.1 µM]	-2%	0.0%	19%	/
CN[C@H]1[C@H](O)[C@@H](O[C@@H]2[C@H](O)[C@@H](O[C@H]3OC(CN)=CC[C@H]3N)[C@@H](N)C[C@H]2N)OC[C@@]1(C)O	-11%	-8%[21.7 µM]	/	-1%[17.1 µM]	-0.3%[16.9 µM]	7%[20.6 µM]	/
Cc1ccccc1C(=O)/C=C1/SCC(=O)N1C	18%	-7%	4%	6%	1.1%	8%	-12%
CC1=C(C(N)=O)C(c2cccs2)NC(=S)N1 (stereo unspecified)	-1%	1%	-8%	0%	0.0%	26%[9.22 µM]	59%[activator]
O=C(c1ccc(Cl)c(Cl)c1)N1CCC(=O)N(C(COCc2ccccc2)Cc2ccccc2)CC1 (stereo unspecified)	18%	4%[2.36 µM]	-27%	2%	1.0%	2%	6%
COc1cc([N+](=O)[O-])ccc1-c1ccc(C(=O)Nc2ccc(NC(C)=O)cc2)o1	4%	12%	-7%	-4%	0.0%	-3%	-12%
CC(C)[C@H](NC(N)=O)C(=O)Nc1cccc([N+](=O)[O-])c1	-5%	14%	3%	-1%	2.5%	-13%	/
NNC(=O)Cn1c(-c2ccccc2)cc(=O)n2ncnc12	/	-6%	11%	/	1.1%	-17%[9.22 µM]	/
Nc1c(NC2CCCCC2)c2ccccc2oc1=O	38%[38.3 µM]	0%	-13%[46.1 µM]	-2%	0.0%	-8%	/
COc1ccc(CC(=O)Nc2nn(C)c3nc4c(C)cccc4cc23)cc1	/	-2%	-17%	/	-5.6%	-7%[9.22 µM]	/
Cc1ccc(S(=O)(=O)NCCNc2ccc([N+](=O)[O-])cc2C(F)(F)F)cc1	9%[38.3 µM]	6%	-20%[46.1 µM]	0%	-3.7%	?	-6%

Structural class: the compounds so far containing a thiophene ring, fused or not.
SMILES	IMPase Li cell	CBFb RUNX1 block	NPSR antag	KinaseGlo FLuc	Epigenetic reg	HTT aggregate	L3MBTL1 block
CCN(C(=O)c1sc(N)c(C#N)c1C)C1CCCCC1	-12%[38.3 µM]	-8%	-7%[46.1 µM]	-5%	-1.6%	-2%	-3%
CC1=C(C(N)=O)C(c2cccs2)NC(=S)N1 (stereo unspecified)	-1%	1%	-8%	0%	0.0%	26%[9.22 µM]	59%[activator]

Continued.
SMILES	IMPase Li cell	CBFb RUNX1 block	NPSR antag	KinaseGlo FLuc	Epigenetic reg	HTT aggregate	L3MBTL1 block
CC1(C)Cc2c(C#N)c(NCCN3CCOCC3)nc(-c3ccco3)c2CO1	7%[38.3 µM]	8%	?	-1%	-8.8%	3%	-1%
O=C(CCc1ccccc1)NCCC1=CCCCC1	8%	8%	0%	0%	0.1%	3%	1%
CCCOP(=O)(c1ccc(N(C)C)cc1)C(O)c1ccccc1OC (stereo unspecified)	13%[38.3 µM]	-2%	5%[7.67 µM]	1%	3.7%	13%	0%
CCOc1ccc(S(=O)(=O)Nc2cc(C)ccn2)c2ccccc12	18%[38.3 µM]	0%	-4%[46.1 µM]	-3%	-0.7%	?	/
CCC(C)(C)n1nnnc1CN1CCN(c2ccc(OC)cc2)CC1	-4%	-10%	12%	1%	7.3%	-3%[9.22 µM]	-9%
CCc1ccc2[nH]c(=O)c(C(c3nnnn3CCOC)N3CCN(c4ccc(F)cc4)CC3)cc2c1 (stereo unspecified)	12%[38.3 µM]	1%	-22%[46.1 µM]	1%	2.0%	?	/
COc1ccc(C2CC(=O)C3=C(C2)Nc2ccccc2NC3c2coc3ccccc3c2=O)cc1OC (stereo unspecified)	9%	-15%	10%	1%	-1.1%	0%	7%
S=C(Nc1ccc(Cl)c(Cl)c1)NC1CCCCC1	5%	17%	?	11%	-0.9%	?	27%
CC(C)c1nc(NCCN2CCOCC2)c(C#N)c2c1COC(C)(C)C2	2%[38.3 µM]	1%	-10%[46.1 µM]	-2%	-1.2%	-7%[9.22 µM]	4%
CNc1ncnc2c1ncn2[C@H]1C[C@H](OP(=O)(O)O)[C@@H](COP(=O)(O)O)O1	9%	8%	8%[46.1 µM]	-10%	0.0%	/	/
CC(C)(CO)CNC(=O)CC1C(=O)NCCN1CC(c1ccccc1)c1ccccc1 (stereo unspecified)	8%	7%	-8%	4%	-2.5%	7%	-8%
Cc1ccc(Cl)cc1-n1c(=O)cc(N2CC(C)OC(C)C2)[nH]c1=O (stereo unspecified)	14%[38.3 µM]	-12%	0%[46.1 µM]	-7%	0.2%	7%	-8%
CN(C)C(=O)c1ccccc1Sc1ccc(Cl)cc1Cl	35%[activator][38.3 µM]	14%	-4%[46.1 µM]	-1%	-1.2%	-2%[1.84 µM]	/
CCN(CC)C(=O)Cn1cc(C(=O)C2CC2)c2ccccc21	15%	6%	-2%	2%	-1.1%	-12%[9.22 µM]	0%
Cc1cc[n+](-c2ccccc2)c2ccccc12	7%	?	10%	-1%	-0.5%	?	8%
CCN(CC)CCCCn1c(-c2ccccc2)nc2c(N3CCOCC3)nc(C)nc21	4%	8%	/	-1%	0.8%	/	/
C=CCn1c(=NC(=O)C2CCCCC2)sc2cc(NC(C)=O)ccc21	-3%[38.3 µM]	7%	-13%[46.1 µM]	1%	-0.8%	-3%	-6%
Cc1ccc2oc(=O)c3cc(C(=O)NCc4ccco4)sc3c2c1	-12%[38.3 µM]	4%	2%[46.1 µM]	-2%	12%	0%	-1%
COc1ccccc1NS(=O)(=O)c1cccc(C(=O)N/N=C(\C)c2ccc(-n3ccnc3)cc2)c1	37%[activator][38.3 µM]	-5%	-14%[46.1 µM]	-3%	0.0%	-4%	/
